Assay outcomes deposited in PubChem by National Center for Advancing Translational Sciences (NCATS).
USP2a block: blocks human ubiquitin-specific protease USP2a; actives 0.01% (n = 330,000); USP2 core, Ub-CHOP2 coupled fluorogenic reporter, 485/531; Potency, µM (series often up to 38.3 µM), without a hit: top-dose activity change, negative = inhibition, usual class: inhibitors;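 note: potency is the fitted concentration of half-maximal effect; plate controls were DMSO wells for no effect and full inhibition by NEM control for full effect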
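USP2 core (10nM final) preincubated 30min RT with compound in 20mM Tris-HCl pH 8.0, 2mM CaCl2, 2mM beta-mercaptoethanol, 0.05% CHAPS; 25nM Ub-CHOP2 plus 25nM reporter substrate added, fluorescence (Ex485/Em531) read after 60min.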
TCR act: T cell receptor activation | primary human leukocytes, anti-CD3, IL-2 HTRF, 48 h | 330,000 tested, under 10 active | AID 504894 | Potency, µM (highest dose often 9.22 µM), for the others: top-dose activation of IL-2 secretion, actives largely listed as activators; note: % of control where 0% means no effect
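Primary human leukocytes were stimulated with a-CD3 beads plus compounds for 48 hr without co-stimulation; secreted IL-2 was quantified by HTRF using a-IL-2-K (europium cryptate) and a-IL-2-d2, excited at 320nm with acceptor emission read at 665nm.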
KCNH2 3.1 inh: KCNH2 3.1 (human) potassium channel inhibition | U2OS KCNH2 3.1, thallium flux FluxOr; stronger effect = lower value | activity change, % (tested at about 1.8 µM) | actives 0.95% (n = 340,000) | AID 720553;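 active = maximum activity change below -70%; inconclusive = maximum activity change from -70% to -50%; inactive = maximum activity change above -50%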;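 note: thallium influx rate constant from kinetic fluorescence after stimulation buffer; % is set by controls: 0 for no effect and ±100 for the full control effect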
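Channel expression came from 3.1 mutant virus (1.77 x 10^8 /mL) applied to suspended U2OS cells for 4 h. Flux was tracked with FluxOr dye plus Red40 quencher, and kinetic rate constants normalized to controls.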
Eya2 inh: inhibitors of human Eya2 phosphatase activity | Potency, µM (highest dose often 76.9 µM), inactives show at the top dose activity, negative = inhibition, most hits filed as inhibitors | actives 0.006% (n = 330,000) | O00167 | recombinant Eya2, OMFP fluorescence dephosphorylation (OMFP is methylfluorescein phosphate); note: potency is the fitted concentration of half-maximal effect; % is set by controls: 0 for no effect and ±100 for the full control effect
Target sequence (O00167 whole entry, looked up): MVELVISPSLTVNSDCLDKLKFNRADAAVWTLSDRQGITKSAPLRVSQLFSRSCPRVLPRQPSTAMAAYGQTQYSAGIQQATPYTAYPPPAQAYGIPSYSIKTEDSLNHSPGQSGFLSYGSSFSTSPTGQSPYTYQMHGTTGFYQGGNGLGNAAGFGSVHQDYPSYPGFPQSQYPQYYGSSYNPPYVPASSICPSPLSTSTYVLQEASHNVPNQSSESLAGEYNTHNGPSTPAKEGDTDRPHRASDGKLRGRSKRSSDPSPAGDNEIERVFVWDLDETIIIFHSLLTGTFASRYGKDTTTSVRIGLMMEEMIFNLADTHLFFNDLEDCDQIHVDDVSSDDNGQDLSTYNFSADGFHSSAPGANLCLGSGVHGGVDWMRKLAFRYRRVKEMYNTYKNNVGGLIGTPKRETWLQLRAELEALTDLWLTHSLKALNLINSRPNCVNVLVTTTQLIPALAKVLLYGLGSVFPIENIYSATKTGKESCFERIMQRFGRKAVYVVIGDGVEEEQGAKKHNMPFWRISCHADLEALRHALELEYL
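Eya2 protein (added as 0.2 uM solution) was preincubated with compound for 10 min at ambient temperature in 50 mM HEPES pH 7.5, 50 mM NaCl, 5 uM MgCl2, 0.05% BSA, 1 mM DTT. OMFP (added at 50 uM) then reacted 10 min; fluorescence read at 485/525 nm.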
ELG1 repair inh: inhibitors of ELG1-dependent DNA repair in HEK293T cells; HEK293T ELG1-luciferase reporter, luminescence, 16 h; DNA damage induced by 5-fluorouridine; Potency, µM (top dose mostly 46.1 µM), for the others: top-dose activity change, negative = inhibition, actives largely listed as inhibitors; actives 2.3% (n = 330,000); AID 504467; note: potency is the fitted concentration of half-maximal effect; % is set by controls: 0 for no effect and ±100 for the full control effect; nearly all actives have a fitted effect of over 55% in size
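5-Fluorouridine DNA damage + compound/DMSO, 2,000 cells/well, 16 h, 37 °C/5% CO2. ONE-Glo, 30 min RT, luminescence. Readout = decrease in reporter signal.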
AT treatment: potential ataxia-telangiectasia treatment. Potency, µM (titrated, usually from 57.5 µM), for the others: at the highest dose activation, most hits filed as activators. […] A-T fibroblasts, KAP-1 phosphorylation AlphaLISA; neocarzinostatin DNA damage 30 min before lysis. actives 0.19% (n = 320,000); note: potency is the fitted concentration of half-maximal effect; % of control where 0% means no effect; nearly all actives have a fitted effect of over 45% in size
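hTERT-immortalized A-T patient fibroblasts ([…]), 500 cells/well in OPTI-MEM, 1% FBS, got compounds for 60 min, then NCS for 30 min at 37C. Lysates were then assayed for phospho-KAP-1 by AlphaLISA (anti-pKAP1 donor, anti-KAP1 acceptor beads), 6 hr at 25C.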
TRPV1 ag: human TRPV1 agonism; Q8NER1; TRPV1-expressing cells, Fluo-8 calcium influx, agonist mode; activation, % at 8.33 µM; actives 0.19% (n = 320,000); AID 540275; in the data active = activation above about 80%; inconclusive = between about 30% and that limit; note: 0% is about no effect
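Fluo-8 calcium influx in TRPV1-expressing cells, kinetic read (ex 480/em 520 nm). Compound added and read 3 min for agonist activity, followed by capsaicin at EC20 final and 2 min further read for enhancement.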
hERG WT inh: KCNH2 (human, wildtype) channel inhibition. activity change, % at 1.84 µM. U2OS, BacMam KCNH2, thallium flux FluxOr; stronger effect = lower value. actives 0.37% (n = 340,000). Q12809;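 active = maximum activity change below -70%; inconclusive = maximum activity change between -70% and -50%; inactive = maximum activity change above -50%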; note: % is set by controls: 0 for no effect and ±100 for the full control effect
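U2OS cells were transduced with wild-type KCNH2 virus (2.03 x 10^8 / mL) for 4 h at room temperature, then cultured overnight at 37 C. Thallium flux was read with FluxOr dye. Rate constants were normalized to DMSO controls.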
Mito fusion act: inhibitors of mitochondrial division or activators of mitochondrial fusion; S. cerevisiae fusion-defective mutant growth rescue, CellTiterGlo 48 h; Potency, µM (doses to about 46.1 µM), for inactives: top-dose growth rescue (activation), usual class: activators; actives 0.23% (n = 320,000); AID 485298;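 note: potency is the fitted concentration of half-maximal effect; % of control where 0% means no effect; nearly all actives have a fitted effect of over 45% in size; temperature-sensitive fusion mutants such as fzo1-1 at 37 °C on non-fermentable ethanol glycerol medium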
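Yeast fusion mutant, YPEG (non-fermentable carbon), compound, 48 h at 37C non-permissive; CellTiterGlo added, 10 min RT, luminescence read. Rescued growth = division inhibition.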
TSHR antagonist: human thyrotropin receptor antagonism. P16473. TSHR-expressing cells, TSH-stimulated cAMP HTRF, 2 h; stronger effect = lower value. activity change, negative = inhibition, % at 11.5 µM. actives 0.2% (n = 330,000). AID 504810;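 active = activity change below a set negative limit, meaning inhibition stronger than a set level, cut at about -70% in these data; inconclusive = activity change between two set negative limits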; note: % is set by controls: 0 for no effect and ±100 for the full control effect
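Antagonism was scored as loss of TSH-driven cAMP in TSHR cells, stimulated with 4nM TSH (EC80) for 2 hours at 37 deg C and detected by homogeneous HTRF competition immunoassay.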
The depositor's hits bear a star; ? = inconclusive; · = no result given; [ ] = remark or other dose. Unless noted, calls come from the whole dose curve; as a rule, active = well fitted curve in the direction sought with a large enough effect; inconclusive = small, poorly fitted or top-dose-only effect, or another doubt; inactive = no such curve, though single readings can be large; an effect the other way counts as inactive or inconclusive.

SMILES | USP2a block | TCR act | KCNH2 3.1 inh | Eya2 inh | ELG1 repair inh | AT treatment | TRPV1 ag | hERG WT inh | Mito fusion act | TSHR antagonist
COc1ccc(C(=O)NNC(=O)Cc2nc3nc(C)cc(C)n3n2)cc1 | 1% | -1% | 4 | -1% | 9% | 5% | -3 | 23 | 1% | 13
COc1cc(OC)cc(C(=O)N/N=C/c2ccc(OC)c(COc3ccc(F)cc3)c2)c1 | 5% | -1% | -26 | -20% | -14% | -9% | 1 | 5 | -5% | 2
Cc1cccc(N2CCN(C(=O)CCNS(=O)(=O)c3ccc4c(c3)oc(=O)n4C)CC2C)c1 (configuration not stated) | 0% | -6% | -2 | -1% | 1% | 1% | 28 | -4 | 3% | -22
CN(C)C(=O)CCc1ccc2c3c([nH]c2c1)[C@]1(CCC2CCCC2)[C@@H](C(=O)N2CCOCC2)C[C@H](CC(=O)NCc2ccco2)C(=O)N1CC3 | -1% | 1%[46.1 µM] | 21 | 3% | 18% | 5% | · | 1 | · | 7
C/C(=N\NC(=O)c1c([N+](=O)[O-])c(C)nn1C)c1ccc(NC(=O)c2ccc(C)o2)cc1 | 0% | 1% | -10 | -3% | ? | 7% | 2 | 13 | -3% | 12
O=C(c1ccc(COc2ccccc2[N+](=O)[O-])o1)N1CCCCC1 | 5% | -3% | 6 | -30% | ? | 1% | 21 | 17 | 2% | -6
CC1c2nc3ccccc3n2C(CC(=O)NC2CC2)C(=O)N1Cc1ccccc1 (configuration not stated) | 2% | 5% | -1 | -3% | -7% | 10% | ? | -7 | -4% | 5
Cc1cccc(OCC(=O)N(C)c2c(N)n(Cc3ccccc3)c(=O)[nH]c2=O)c1C | 1% | · | 5 | 3% | 8% | 9% | 0 | 18 | -1% | 1
Nc1nc(COc2ccccc2C=O)nc(Nc2ccccc2)n1 | 5% | 13% | 0 | -22% | 20% | -5% | 2 | -2 | -4% | 6
Cc1cc([N+](=O)[O-])ccc1N1C(=O)c2ccc(C(=O)Nc3ccccc3C(=O)O)cc2C1=O | 2% | -63% | -8 | -4% | 6% | -11% | -1 | -10 | 22% | 0
CC(C)(C)OC(=O)NCCc1n[nH]c(=S)o1 | 2% | -4% | 1 | -16% | ? | -9% | -5 | -3 | 3% | 13
CCOC(=O)c1cc(-c2ccccc2)sc1NC(=O)C(C)OC(=O)c1cccc(S(=O)(=O)N(C)C)c1 (configuration not stated) | -1% | -1%[46.1 µM] | -15 | 4% | -19% | 3% | -5 | -1 | 0% | 1
O=C(CSc1nnc(-c2cccc(F)c2)o1)Nc1nncs1 | 1% | 11% | 17 | 0% | ? | -2% | -1 | -2 | 1% | -10
COc1cc(OC)c(/C=N/NC(=O)c2ccc(Cn3nc([N+](=O)[O-])cc3C)cc2)c(OC)c1 | 1% | 4% | 4 | 17% | 8% | 3% | · | -10 | 3% | -2
O=C(NC1CCCCC1)C(c1ccc(F)cc1)N(Cc1cccs1)C(=O)CN1C(=O)c2ccccc2S1(=O)=O (configuration not stated) | 4% | 0% | -6 | 2% | 5% | -5% | 2 | -21 | -4% | -10
CN(C1CCCCC1)S(=O)(=O)c1ccc(S(=O)(=O)N(CC(=O)Nc2ccccc2)C2CC2)cc1 | 5% | -3% | -4 | -5% | -12% | 8% | 0 | -7 | -3% | -1
O=C(NCc1ccco1)C(c1ccccc1)N(C(=O)Cc1cccs1)c1ccccc1F (configuration not stated) | 0% | 5% | -6 | -14% | 18µM* | 4% | -1 | 0 | -1% | 61
COc1ccc(CCC(=O)Nc2ccc(S(=O)(=O)Nc3nccc(C)n3)cc2)cc1 | -5% | 6% | 8 | 5% | 10% | -8% | -1 | 3 | 2% | 6
O=S(=O)(N/N=C/c1ccc2c(c1)OCCO2)c1ccc(Cl)cc1 | 0% | -7% | -14 | 20% | 19% | 7% | -2 | 7 | 3% | 6
O=C(NCc1ccccn1)c1ccccc1OCc1ccc(F)cc1 | -1% | -2% | -101* | 9% | 3% | 9% | 14 | 0 | 13% | 2
CSc1n[nH]c(=O)n1-c1ccc(Cl)cc1 | 2% | 5% | -6 | 8% | 3% | 2% | 3 | -1 | 7% | 12
CCOC(=O)c1c(NC(=O)COC(=O)CNC(=O)c2ccco2)sc(C(C)=O)c1C | -1% | 3%[46.1 µM] | 2 | -1% | -10% | -10% | 5 | -25 | 2% | -10
O=S(=O)(c1cc(Cl)ccc1Cl)N1CCC2(CC1)OCCO2 | -3% | -2% | -11 | 2% | ? | ? | 2 | -4 | 5% | 12
CN1CCN(C(=O)/C=C/c2c(F)cccc2Cl)CC1 | -1% | 4% | 11 | -13% | ? | 3% | -1 | 9 | 3% | -5
O=C(C1CCCC1)N(c1ccccc1)C1C=CS(=O)(=O)C1 (configuration not stated) | -2% | 12% | -7 | -5% | -2% | -1% | 0 | 1 | 0% | 2
Cc1ccc(N/N=C/c2ccc3c(c2)OCCO3)cc1Cl | 2% | -1%[46.1 µM] | 5 | -3% | ? | 7% | -1 | 2 | 8% | 36
Cc1cccc(N(CC(=O)Nc2ccc(F)cc2)S(C)(=O)=O)c1 | 2% | 0% | -3 | -8% | -3% | -2% | 4 | -12 | 3% | -6
COc1ccc(CCNC(=O)Cc2ccc(C)cc2)cc1OC | 1% | · | -7 | -4% | · | 15% | -3 | 15 | 2% | 0
Cc1ccc(C(=O)CSc2nnnn2-c2ccccc2)o1 | -1% | -3% | -7 | -10% | -3% | -4% | 10 | -2 | 13% | 12
Cc1sc2ncnc(N3CCN(Cc4ccccc4)CC3)c2c1-c1ccccc1 | 1% | -1% | ? | -1% | ? | -3% | -1 | 0 | 5% | 12
COc1cccc(NC(=O)COC(=O)CNC(=O)C2CCCCC2)c1 | -1% | 0% | 16 | -5% | 13% | -10% | -4 | -2 | -2% | 5
c1ccc(-c2csc(Cc3nnc4n3CCCCC4)n2)cc1 | 5% | · | 5 | -43% | -2% | -3% | -5 | -4 | -1% | 9
Cc1ccc(C2(C)NC(=O)N(CC(=O)Nc3ccc(Cl)c(S(=O)(=O)N4CCCCC4)c3)C2=O)cc1 (configuration not stated) | 3% | -2% | 27 | 34% | ? | 0% | -3 | -12 | 3% | -5
Oc1ccc(COC2CCN(Cc3ccccc3)C2)c2cccnc12 (configuration not stated) | 4% | · | · | 5% | · | -4% | · | · | -6% | 3
CC(=O)Nc1ccccc1NC(=O)C/C(C)=N/NC(=O)c1ccc([N+](=O)[O-])c(Cl)c1 | 2% | -2%[46.1 µM] | 15 | 10% | -3% | -1% | 0 | -8 | -2% | -2
O=c1cc(NCc2ccccc2)c2ccccc2o1 | -1% | -5% | 9 | -4% | ? | 2% | 1 | 0 | 11% | 4
Cc1ccc(S(=O)(=O)NNc2ccccc2)c(C)c1 | 5% | -2% | 0 | 2% | 9% | 2% | -1 | 8 | -1% | 16
CCCN1CCN(C(=O)c2nn(-c3ccc(OC)cc3)c(=O)c3c2c2ccccc2n3C)CC1 | 0% | -5% | -4 | -5% | 13% | 2% | 0 | · | -5% | 9
CC(C)[C@H](NC(=O)c1ccccc1)C(=O)OCC(=O)c1c(N)n(C)c(=O)n(C)c1=O | -1% | · | 11 | -24% | 1% | 1% | · | -7 | · | -1
CCSc1nnc(-c2ccc(Cl)cc2)c2ccccc12 | 2% | 4% | -5 | 8% | 3% | -6% | 0 | 0 | 2% | -5
Cc1ccc(N2C(=O)[C@@H]3C(C(=O)CCN4C(=O)c5ccccc5C4=O)=NN[C@@H]3C2=O)cc1 | 2% | 2%[46.1 µM] | 6 | 1% | 10% | -4% | 0 | -4 | -2% | 9
Cc1ccc(C(=O)N2CCCC(C(=O)c3cc(F)ccc3F)C2)s1 (configuration not stated) | 13% | -1% | 4 | 1% | -1% | -1% | 22 | 9 | 13% | -21
CCCS(=O)(=O)Nc1c(C(=O)O)[nH]c2ccccc12 | -1% | -6% | 7 | 12% | ? | · | 2 | -11 | 4% | 15
COc1cc(NC(=O)SC2=NCCS2)cc(OC)c1 | -1% | -7% | -1 | 11% | 0% | 5% | -8 | 0 | 12% | -9
COc1ccc(CN2C(=O)c3ccccc3C(/C=N\OCc3ccc(C)cc3)C2=O)cc1 (configuration not stated) | 0% | -3% | -9 | -15% | 10% | 10% | ? | -9 | 6% | -9

A different layout for some results above.
Value order: USP2a block | TCR act | KCNH2 3.1 inh | Eya2 inh | ELG1 repair inh | AT treatment | TRPV1 ag | hERG WT inh | Mito fusion act | TSHR antagonist
O=C(CSc1nnc(-c2cccc(F)c2)o1)Nc1nncs1
  1% | 11% | 17 | 0% | ? | -2% | -1 | -2 | 1% | -10
COc1cc(OC)c(/C=N/NC(=O)c2ccc(Cn3nc([N+](=O)[O-])cc3C)cc2)c(OC)c1
  1% | 4% | 4 | 17% | 8% | 3% | · | -10 | 3% | -2

An excerpt; rates above refer to the full screens.
